DAX1 inh-1 = DAX1 (NR0B1) inhibitors on StAR promoter, primary screen, cell-based, luminescence, SF-1 (NR5A1), full-length DAX-1; AID 652010, 2013; inhibition, % at 6.8 µM; actives 1.1% (n = 370,000); HEK293T StAR-luciferase reporter, SF-1/DAX-1 repression relief;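 active = inhibition above the mean over all tested compounds plus 3 SD, cut at about 3.6% in these data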;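 also: 0% = DAX-1 cells with DMSO and 100% = cells lacking DAX-1 with DMSO; higher inhibition means more luminescence from relief of DAX-1 repression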
sPLA2-III inh = human group III sPLA2 inhibitors, primary screen, biochemical, QFRET, BODIPY PC-A2 liposome substrate; Group 3 secretory phospholipase A2 (Homo sapiens), Q9NZ20; QFRET BODIPY PC-A2 liposome hydrolysis, fluorescence; inhibition, % at 12.2 µM; actives 0.56% (n = 370,000); AID 743126, 2013;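 active = inhibition above mean plus 3 SD of compounds lying within the high and low control bounds, cut at about 19% in these data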;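 also: 0% = median of test compound wells and 100% = no enzyme DMSO wells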
GAA850 FXN act = FXN promoter activators, primary screen, cell-based, luciferase luminescence, HEK293 lucGAA850; HEK293 lucGAA850 FXN promoter luciferase reporter, 24 h; percent of 10 µM SAHA response; activation, % at 6 µM; actives 0.56% (n = 360,000); AID 540364, 2011;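 active = activation above the average of all compounds screened plus 3 SD, cutoff fixed separately per campaign, cut at about 7.5% in these data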;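 also: 0% = DMSO wells and 100% = 10 µM SAHA wells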
ssDAF-12 act = S. stercoralis DAF-12 nuclear receptor activators, primary screen, cell-based, luminescence, HEK293, GRIP1 co-expression, lit1-tk-luc | HEK293 ssDAF-12/GRIP1 lit1-tk-luc reporter; % of 3 µM dafachronic acid response | activation, % at 6.8 µM | actives 1% (n = 370,000);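 active = activation above the mean over all tested compounds plus 3 SD, cut at about 0.9% in these data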;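 also: 0% = DMSO-only wells and 100% = 3 µM delta7-dafachronic acid wells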
NR1D1 modulator = modulators of Rev-erb alpha DNA binding, primary screen, biochemical, FITC-DNA, fluorescence polarization, uHTS. Rev-erbα–FITC-DNA binding, 90 min. activity, % at 10 µM. actives 0.79% (n = 370,000). AID 1259318, 2017;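 active = activity above about 14%, limit read from the data; passing the limit was not always enough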;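 also: 0% = DMSO wells with 35 nM protein and 100% = DMSO wells with 750 nM protein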
Target sequence (P20393 whole entry, looked up): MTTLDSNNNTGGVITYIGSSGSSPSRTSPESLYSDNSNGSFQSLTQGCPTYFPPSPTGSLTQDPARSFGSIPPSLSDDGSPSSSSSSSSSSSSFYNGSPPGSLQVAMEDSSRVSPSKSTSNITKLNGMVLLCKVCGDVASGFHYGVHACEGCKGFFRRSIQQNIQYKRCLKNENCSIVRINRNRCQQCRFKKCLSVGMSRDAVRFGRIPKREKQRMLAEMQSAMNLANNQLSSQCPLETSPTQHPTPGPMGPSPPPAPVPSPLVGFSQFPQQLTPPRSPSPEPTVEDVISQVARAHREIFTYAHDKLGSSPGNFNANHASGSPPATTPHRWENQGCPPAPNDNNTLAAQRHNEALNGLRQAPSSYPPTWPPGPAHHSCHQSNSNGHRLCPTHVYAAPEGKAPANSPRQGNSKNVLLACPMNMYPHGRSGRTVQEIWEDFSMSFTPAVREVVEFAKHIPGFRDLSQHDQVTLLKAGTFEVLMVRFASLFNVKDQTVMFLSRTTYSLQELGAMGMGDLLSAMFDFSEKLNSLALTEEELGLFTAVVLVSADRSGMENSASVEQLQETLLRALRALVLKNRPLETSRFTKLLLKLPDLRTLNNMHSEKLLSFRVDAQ
hcDAF-12 act = H. contortus DAF-12 nuclear receptor activators, primary screen, cell-based, luminescence, HEK293, lit1-tk-luc reporter; HEK293 hcDAF-12 lit1-tk-luc reporter; 0% DMSO, 100% Δ7-dafachronic acid; activation, % at 6.8 µM; actives 1.4% (n = 370,000);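 active = activation above the mean of all tested compounds plus 3 SD, cut at about 5.5% in these data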;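 also: 100% = response to 3 µM Δ7-dafachronic acid high control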
hgDAF-12 ag = H. glycines DAF-12 receptor agonists, primary screen, cell-based, luminescence, HEK293, GAL4 fusion, UAS-luciferase; Nuclear hormone receptor DAF-12 (Heterodera glycines), GAL4 fusion; HEK293 GAL4-hgDAF12 UAS-luciferase reporter, agonist luminescence; normalized to butyrate control; activation, % at 6.8 µM; actives 1.8% (n = 370,000);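 active = activation above a cutoff set at the mean of all screened compounds plus 3 SD, cut at about 10% in these data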;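 also: 0% = DMSO wells and 100% = sodium butyrate wells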
PG9 binder = binders of HIV-1 gp120 antibody PG9, primary screen, biochemical, TR-FRET | HIV-1 gp120 / PG9 antibody interaction | inhibition, % at 6.7 µM | TR-FRET gp120-PG9 antibody binding | AID 624416, 2012 | actives 0.43% (n = 360,000); in the data active = inhibition above about 8.5%
DAX1 inh-2 = DAX1 (NR0B1) inhibitors, primary screen, cell-based, HEK293, Gal4-DAX1, luciferase luminescence | Nuclear receptor subfamily 0 group B member 1 (Homo sapiens), P51843 | actives 0.99% (n = 340,000) | AID 504766, 2011 | inhibition, % at 6.75 µM | HEK293 Gal4-DAX1 luciferase reporter;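 active = inhibition above the mean over all tested compounds plus 3 SD, cut at about 4.2% in these data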;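 also: 0% = DAX1-transfected cells with DMSO and 100% = empty-vector control cells with DMSO; inhibition shows as a rise in luminescence from relieved DAX1 repression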
Target sequence (P51843 207-470 limits assumed): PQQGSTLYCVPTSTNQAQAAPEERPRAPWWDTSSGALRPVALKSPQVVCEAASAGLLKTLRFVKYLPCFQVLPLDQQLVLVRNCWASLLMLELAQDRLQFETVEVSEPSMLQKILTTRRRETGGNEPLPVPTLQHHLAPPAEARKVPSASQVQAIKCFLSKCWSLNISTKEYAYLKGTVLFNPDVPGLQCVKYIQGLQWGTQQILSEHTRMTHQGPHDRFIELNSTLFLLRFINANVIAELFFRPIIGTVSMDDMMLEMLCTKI
SMARCA2 activ = SMARCA2 (BRM) function activators, primary screen, cell-based, luminescence, high throughput | MG213 cells, MMTV-luciferase reporter, dexamethasone, overnight | activation, % at 9.1 µM | actives 1% (n = 370,000) | AID 652017, 2013; in the data active = activation above about 7.8%;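 also: 0% = vehicle wells and 100% = reference activator wells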
PLCb3 inh = human PLC-beta3 inhibitors, primary screen, biochemical, fluorescence | 1-phosphatidylinositol 4,5-bisphosphate phosphodiesterase beta-3 (Homo sapiens), Q01970 | Purified PLC-beta3, fluorogenic substrate | inhibition, % at 12.2 µM | actives 0.18% (n = 370,000) | AID 720704, 2013; in the data active = inhibition above about 11%;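 also: 0% = median of compound wells on plate and 100% = full blocker control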
* marks the source's active call; other numbers are inactive results; · = no result given.

SMILES | DAX1 inh-1 | sPLA2-III inh | GAA850 FXN act | ssDAF-12 act | NR1D1 modulator | hcDAF-12 act | hgDAF-12 ag | PG9 binder | DAX1 inh-2 | SMARCA2 activ | PLCb3 inh
CCc1nc(NCc2cccnc2)c2oc3ccccc3c2n1 | -1.2 | 0 | 2.7 | -0.8 | 3 | -0.8 | -0.9 | -2.3 | -0.5 | 0 | 4
CC1(C)C(=O)Nc2ccccc2N1C(=O)COC(=O)c1cccnc1Cl | 1.5 | -2 | -0.5 | -1.3 | 1 | 0.8 | 2.5 | -1.0 | -0.4 | -2 | -7
Cc1cc2nc(-c3ccc(C#N)cc3)c(Cc3ccsc3)n2c(C)c1Br | 1.9 | -5 | · | -1.3 | 2 | 1.8 | 1.2 | -0.5 | · | 0 | -23
COc1ccc(CCNS(=O)(=O)c2c(N)n(C)c(=O)n(C)c2=O)cc1OC | -0.5 | 3 | 3.5 | -1.3 | -1 | 0.6 | -2.8 | 0.4 | 0.0 | 1 | -1
Cc1ccc(NS(=O)(=O)c2cccc3nsnc23)cc1 | -0.2 | 0 | 1.0 | -0.9 | 8 | -1.7 | -2.9 | -1.1 | -1.1 | -1 | -7
CC(=O)c1c(C)[nH]c(C(=O)COC(=O)c2ccc3c(=O)n4c(nc3c2)CCC4)c1C | -0.8 | 0 | 0.7 | -1.6 | 3 | -2.0 | -1.4 | 0.3 | -0.2 | -3 | -7
O=S1(=O)CSCS(=O)(=O)C1 | -0.8 | -4 | -1.8 | -1.1 | -3 | 0.9 | 4.4 | -0.3 | 0.2 | -5 | 3
CCc1ccc(C(=O)NNC(=O)[C@H](C)NC(=O)c2ccco2)cc1 | 0.3 | -2 | -0.7 | -1.2 | 10 | -1.0 | -0.4 | -1.9 | 1.6 | -2 | 2
CN(CC(=O)Nc1c(F)cccc1F)Cc1cccs1 | 0.1 | 1 | -0.9 | -1.2 | 2 | -0.2 | -0.7 | -1.5 | -0.1 | -2 | 3
CN1CCN(C(=O)C2CC(=O)N(c3ccc(F)c(Cl)c3)C2)CC1 (configuration not stated) | -0.4 | -5 | -0.6 | -1.5 | 4 | -0.9 | 2.4 | -2.6 | 2.9 | -3 | 2
CC(=O)c1ccc(NC(=O)c2ccc(C)c(Br)c2)cc1 | 4.9* | -1 | 6.4 | -0.3 | 8 | 5.7* | 16* | -0.6 | 3.3 | 7 | 3
CCOc1ccccc1-c1nc(CN(Cc2cnn(C)c2)C(C)C)c(C)o1 | -0.3 | -4 | 0.2 | -0.7 | 3 | -0.2 | 0.6 | -1.7 | 0.1 | 3 | -9
Cc1cc(NC(=O)CSc2nnc(C)n2-c2ccccc2C)no1 | -0.3 | 1 | 2.4 | -0.7 | 0 | -1.1 | 0.8 | -1.4 | 4.2* | 0 | 3
COc1ccc(S(=O)(=O)N2CCN(CC(=O)c3ccc(O)c(O)c3)CC2)cc1 | 2.1 | 4 | 2.8 | -0.9 | -2 | 1.7 | 3.0 | -1.2 | 0.0 | -1 | 3
O=C(CNc1cc(S(=O)(=O)N2CCOCC2)ccc1NCC1CCCO1)Nc1ccc(F)c(F)c1 (configuration not stated) | 0.8 | 0 | -1.5 | -0.8 | -4 | -0.8 | 1.2 | -3.5 | 0.1 | -4 | -9
O=C1c2ccccc2S(=O)(=O)N1Cc1cccc(S(=O)(=O)N2CCOCC2)c1 | -0.5 | -3 | -1.4 | -0.9 | 2 | -2.2 | -1.4 | 0.2 | 0.6 | 1 | -1
COc1ccccc1NC(=O)CC1C(=O)Nc2ccccc2N1C(=O)c1ccccc1 (configuration not stated) | -0.5 | 3 | -0.6 | -1.7 | 2 | -0.9 | 2.5 | 0.2 | 0.1 | -3 | 0
Cc1cc(C)c(C(=O)COC(=O)c2nn(C)c(=O)c3ccccc23)cc1C | 1.0 | 3 | -0.1 | -1.1 | 10 | -0.5 | -3.2 | -1.1 | -0.6 | 0 | -5
Cc1ccc(NC(=O)NC2CCCCC2)c(C)c1 | 0.8 | -8 | 0.3 | -0.5 | -3 | 1.2 | 3.4 | -2.9 | 0.1 | 0 | 3
COc1ccccc1C(=O)Nc1ccc2c(c1)nc1n2CCSC1 | 1.1 | -12 | 8.0* | -1.5 | -4 | 5.0 | 6.6 | -0.5 | -0.3 | 8.9* | -350
COCCCNc1nc2nonc2nc1NCCSC | -0.8 | 1 | -0.9 | -1.2 | -4 | -1.6 | -0.3 | -0.1 | 0.1 | -1 | 5
NS(=O)(=O)c1ccc(NC(=S)Nc2ccc(OCc3ccccc3)cc2)cc1 | -0.4 | 4 | -1.1 | -1.3 | 0 | 0.8 | 1.2 | 0.1 | -0.3 | -2 | 1
COCC(C)n1c(SCC(=O)NC(=O)Cc2ccccc2)nc2ccccc2c1=O (configuration not stated) | -0.4 | -9 | 0.0 | -1.1 | -4 | -1.0 | 2.3 | -2.2 | -0.6 | 2 | -5
O=[N+]([O-])c1ccc(N2CCN(Cc3ccccc3)CC2)nc1 | -0.6 | 8 | 1.9 | -1.4 | 5 | -2.8 | -1.9 | -1.7 | -0.8 | -3 | 2
CCc1ccc(NC(=O)c2cc(S(=O)(=O)N3CCc4ccccc43)cn2C)cc1 | -0.7 | -6 | -0.2 | -0.8 | -4 | -1.4 | -0.3 | -0.2 | 0.3 | -1 | -1

Remaining list, next part.
SMILES | DAX1 inh-1 | sPLA2-III inh | GAA850 FXN act | ssDAF-12 act | NR1D1 modulator | hcDAF-12 act | hgDAF-12 ag | PG9 binder | DAX1 inh-2 | SMARCA2 activ | PLCb3 inh
CCCCCCCCOC(=O)C1=C(C)Nc2nnnn2C1c1cccs1 (configuration not stated) | -1.3 | -40 | 2.5 | -2.0 | 10 | -1.4 | -3.7 | -2.4 | -1.1 | -2 | -2
CSCCCNC(=O)c1ccc(OC2CCN(C(=O)c3cccnc3)CC2)cc1 | -0.4 | 14 | 1.3 | -1.1 | -2 | -0.8 | -4.0 | -1.3 | 1.7 | -1 | -9
Cc1ccc(OCCCCN2CCC(C)CC2)c(Br)c1 | 0.1 | 0 | -2.6 | -1.9 | 0 | -0.9 | 0.0 | 0.2 | 0.2 | -3 | 1
O=C(c1ccc(NS(=O)(=O)c2ccc(F)cc2)cc1)N1CCC1 | -0.5 | -1 | -1.9 | -1.6 | 5 | -0.1 | -2.1 | -1.3 | 0.4 | 1 | -5
CCC(C)NC(=O)c1ccc(CS(=O)(=O)c2ccc(OC)cc2)o1 (configuration not stated) | 0.9 | 10 | -0.7 | -1.3 | -2 | 0.7 | 3.3 | -1.9 | -0.7 | 0 | -3
COc1cc(C(=O)NCC(=O)OCC(=O)Nc2nnc(-c3ccccc3)o2)cc(OC)c1OC | -1.1 | -3 | 1.4 | -0.6 | -4 | 1.4 | 6.7 | 0.7 | 0.2 | 2 | -3
O=C(CCC(=O)N1CCN(c2cccc(Cl)c2)CC1)c1cccs1 | 0.0 | 0 | -0.7 | -1.2 | 3 | -0.6 | -0.2 | -0.5 | 0.1 | -1 | -7
CS(=O)(=O)N(CCc1ccccc1)CC(=O)NCC1CCCO1 (configuration not stated) | -0.5 | -4 | 0.7 | -1.1 | 1 | 0.9 | 0.3 | 0.6 | 0.8 | 0 | 1
O=C1C=CC(=O)N1Cc1ccccc1 | 0.5 | 2 | 2.4 | -1.1 | 1 | -1.9 | -3.9 | -0.6 | -0.2 | 3 | 1
O=C(CSc1ccc2nnc(-c3ccncc3)n2n1)NCc1ccco1 | 0.8 | -1 | 0.6 | -1.1 | 0 | 1.0 | 0.1 | -0.7 | 1.0 | 0 | -5
Cc1ccc(NC(=O)COC(=O)C2CC(=O)N(Cc3ccccc3)C2)cc1S(=O)(=O)N(C)C (configuration not stated) | 0.8 | 9 | -0.6 | -0.3 | 2 | 0.4 | -0.3 | 0.7 | 0.5 | -5 | -2
Cc1cc(C)cc(S(=O)(=O)N2CCN(c3nc(-c4cccs4)nc4ccccc34)CC2)c1 | · | 14 | · | -1.4 | -1 | -3.6 | -1.1 | · | · | · | -4
C/C(=N\NC(=O)c1nc2ccccn2c1C)c1cc2ccccc2o1 | -0.1 | -3 | 1.1 | -1.7 | 2 | -1.5 | 5.1 | -0.5 | -1.1 | 0 | -3
COc1cc(C(=O)NNC(=O)CN2C(=O)NC3(CCCC3)C2=O)cc(OC)c1OC | -0.5 | 4 | 1.9 | -0.9 | 2 | 2.1 | 3.4 | 0.2 | 0.8 | 0 | 2
CN(CCC#N)C(=O)c1ccc(CNS(=O)(=O)c2ccc(F)cc2)cc1 | -0.1 | -2 | 0.6 | -0.8 | -1 | 1.0 | -1.4 | -0.3 | -1.5 | 0 | 2
CC(C)(C)OC(=O)N1CCC(C(=O)NNC(=O)c2ccc(Cl)cc2Cl)CC1 | -0.5 | -10 | 1.2 | -1.3 | -3 | 0.7 | -0.7 | 1.2 | 0.3 | -3 | -15
Cn1c(N)c(C(=O)COC(=O)CCc2ccccc2)c(=O)n(C)c1=O | -0.4 | 2 | -0.3 | -1.5 | 2 | 0.2 | -5.7 | 0.3 | 0.7 | -4 | -6
Cc1cccc(C2=NOC(=O)/C2=C\c2ccccc2F)c1 | 2.0 | 2 | 0.5 | -0.6 | 6 | 0.6 | 2.9 | -3.4 | 0.2 | 7 | -3
O=C(NCC1CCCO1)c1ccccc1OCc1ccc(F)cc1 (configuration not stated) | -0.2 | 1 | 0.5 | -1.4 | -6 | -1.4 | 1.9 | -0.6 | -1.6 | -1 | 0
COc1ccc(S(=O)(=O)NC(C)C(=O)NCc2ccco2)cc1OC (configuration not stated) | -0.4 | 5 | 1.3 | -1.4 | -5 | -1.0 | 2.3 | -2.1 | -0.8 | -3 | -8
CC(NC(=O)CCNC(=O)c1ccccc1Cl)c1ccc(-n2ccnc2)cc1 (configuration not stated) | 0.4 | 3 | -1.1 | -1.2 | -3 | 1.4 | -0.8 | 1.2 | 0.8 | -2 | -11

Compound activity from PubChem BioAssay.
